# Source: PubChem (The Scripps Research Institute Molecular Screening Center)
# M5 ag: CHRM5 agonism in calcium assay; 360,000 compounds, 0.19% hits; CHO-K1 hM5 cells, Fluo-8 calcium fluorescence; 0% DMSO wells, 100% maximal acetylcholine response; P08912; activation, % at 3 µM;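 active = activation above the run's mean over test compounds plus 3 SD, cut at about 23% in these data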;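 also: signal is peak over basal fluorescence ratio across the kinetic read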
# CHRM1 antagonist: blocks human M1 muscarinic receptor; P11229; CHO-K1 hM1, Fluo-8 calcium fluorescence, ACh EC80 antagonist; inhibition, % at 3 µM; 360,000 compounds, 1.3% hits;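 active = percent inhibition above its own plate's cutoff, namely the mean of that plate's compound wells plus 3 SD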;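 also: peak over basal fluorescence ratio during 140 s after agonist addition; 0% = ACh EC80 plus DMSO and 100% = DMSO alone without agonist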
# Target sequence (P11229 whole entry, looked up): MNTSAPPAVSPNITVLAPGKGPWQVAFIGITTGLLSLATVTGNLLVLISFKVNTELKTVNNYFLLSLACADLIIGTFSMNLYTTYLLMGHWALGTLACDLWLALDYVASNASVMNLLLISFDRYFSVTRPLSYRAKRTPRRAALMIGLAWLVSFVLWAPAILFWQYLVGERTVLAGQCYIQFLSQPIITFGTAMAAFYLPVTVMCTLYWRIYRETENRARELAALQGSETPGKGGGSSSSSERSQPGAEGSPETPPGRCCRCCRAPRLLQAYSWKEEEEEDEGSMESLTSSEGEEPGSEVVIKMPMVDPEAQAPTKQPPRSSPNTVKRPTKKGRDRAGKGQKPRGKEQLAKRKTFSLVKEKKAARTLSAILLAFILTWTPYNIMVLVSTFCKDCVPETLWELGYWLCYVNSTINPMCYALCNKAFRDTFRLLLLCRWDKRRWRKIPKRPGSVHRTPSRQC
# CHRM5 antagonist: CHRM5 antagonism in calcium assay; P08912; CHO-hM5 cells, Fluo-8 calcium fluorescence, ACh EC80; inhibition, % at 3 µM; 360,000 compounds, 0.59% hits;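 active = inhibition above a per-plate cutoff, the mean of that plate's test compounds plus 3 SD, cut at about 27% in these data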;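 also: 0% = acetylcholine EC80 with DMSO and 100% = DMSO without agonist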
# M4 antag: blocks acetylcholine activation of human M4 receptor; P08173; CHO-hM4 cells, ACh EC80, Fluo-8 calcium fluorescence; inhibition, % at 3 µM; 360,000 compounds, 0.73% hits; AID 624125;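 active = inhibition above its plate's cutoff, the mean inhibition of sample wells plus 3 SD, cut at about 27% in these data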;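 also: 0% = acetylcholine EC80 with DMSO and 100% = DMSO without agonist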
# TAAR1 agonist: agonists of human TAAR1; Q96RJ0; CHO RD-HGA16 TAAR1, Fluo-8 calcium fluorescence; vehicle wells 0%, saturating PEA agonist 100%; activation, % at 3 µM; 360,000 compounds, 0.99% hits;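 active = activation above the mean activation of all test compounds in the run plus 3 SD, cut at about 38% in these data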
# Target sequence (Q96RJ0 whole entry, looked up): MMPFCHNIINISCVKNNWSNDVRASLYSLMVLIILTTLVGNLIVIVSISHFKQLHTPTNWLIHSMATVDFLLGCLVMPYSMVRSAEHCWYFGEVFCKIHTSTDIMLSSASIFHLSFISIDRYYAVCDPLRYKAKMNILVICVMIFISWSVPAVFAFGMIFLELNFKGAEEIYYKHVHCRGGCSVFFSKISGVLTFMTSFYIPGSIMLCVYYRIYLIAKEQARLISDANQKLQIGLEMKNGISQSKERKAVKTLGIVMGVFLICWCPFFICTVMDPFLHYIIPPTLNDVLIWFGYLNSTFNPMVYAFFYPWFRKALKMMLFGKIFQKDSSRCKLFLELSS
#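 Test system: RD-HGA16 (CHO) cells co-expressing Gα16 and hTAAR1; dosing: one-point dosing at 3 µM (nominal); timing: 17-24 h seeding, 75 min 37 °C dye, 30 min RT; signal: kinetic Fluo-8 calcium fluorescence; read-out basis: % activation relative to PEA EC100 response; controls: DMSO and PEA EC100; replicates: n 1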
# CHRM4 agonist: CHRM4 agonism in calcium assay; P08173; CHO-K1 hM4/Gqi5, Fluo-8 calcium fluorescence; vehicle 0%, full acetylcholine response 100%; AID 624127; 360,000 compounds, 0.14% hits; activation, % at 3 µM;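 active = activation above the run mean over all test wells plus 3 SD, cut at about 32% in these data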;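 also: peak over basal fluorescence ratio per well then scaled between controls; 0% = DMSO wells and 100% = acetylcholine at EC100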
# CHRM1 agonist: human M1 muscarinic receptor agonism. P11229. CHO-K1 hM1, Fluo-8 calcium fluorescence, agonist mode; 0% DMSO, 100% acetylcholine EC100. activation, % at 3 µM. 360,000 compounds, 0.33% hits. AID 588814;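 active = activation above the run's mean compound activation plus 3 SD, cut at about 16% in these data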;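 also: peak over basal fluorescence ratio within a 140 s kinetic read after compound addition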
# CHRM5 PAM: potentiates acetylcholine response at human M5 receptor; P08912; CHO-K1 hM5, Fluo-8 calcium, ACh EC20 PAM; 0% = ACh EC20, 100% = ACh EC100; activation, % at 3 µM; 360,000 compounds, 0.3% hits; AID 624038;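 active = activation above the run cutoff, the mean activation of all test compounds plus 3 SD, cut at about 18% in these data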
#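 system = human M5 receptor in CHO-K1 cells | compound = one concentration, 3 µM final (nominal) | schedule = Post-acetylcholine fluorescence recording 140 s | signal = Fluo-8 calcium dye fluorescence, kinetic read | benchmarks = low control EC20 acetylcholine (0%), high control EC100 acetylcholine (100%) | repeats = singlicate, one well per test compound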
# CHRM1 PAM: human CHRM1 positive allosteric modulation; activation, % at 3 µM; 360,000 compounds, 0.088% hits; CHO-K1 hM1, Fluo-8 calcium fluorescence, ACh EC20; 0% = ACh EC20, 100% = maximal ACh; in the data active = activation above about 19%, passing the limit was not always enough
# * marks the source's active call; other numbers are inactive results; x = no result given; & = joins results of further samples. An excerpt; the hit share may differ from the screen's.
SMILES,M5 ag,CHRM1 antagonist,CHRM5 antagonist,M4 antag,TAAR1 agonist,CHRM4 agonist,CHRM1 agonist,CHRM5 PAM,CHRM1 PAM
CC(C)(C)S(=O)N1Cc2cc(CO)cc(CCO)c2[C@H]1CCO (some centres undefined),1,-15,2,-9,3,1,-4,4,10
NS(=O)(=O)c1ccc(CCNC(=O)c2ccc(Br)s2)cc1,-2,-4,-16,-2,20,1,-5,-2,3
O=C(CSc1nnnn1-c1ccc(O)cc1)Nc1ccc(N2CCOCC2)c(Cl)c1,7,-5,1,1,16,4,2,-1,4
COc1ccccc1Oc1ccc2c(c1)C(=O)N(c1ccc(O)cc1)C2=O,-1,-10,-6,-4,10,1,4,-3,5
CCN1CCN(CCCNC(=O)c2ccc3c(c2)NC(=O)c2ccccc2S3)CC1,-2,15,-5,7,2,1,-14,-1,-19
O=C(C(=O)N1CCN(c2ccccc2F)CC1)c1c[nH]c2ccccc12,4,-7,3,7,7,4,-5,4,8
COc1ccc(CCN2CCCC(CN(C)C(=O)c3ccoc3C)C2)cc1 (centres undefined),-9,17,5,3,2,0,-6,-4,-9
O=C(O)c1ccc(Oc2ccccc2)o1,-2,9,13,-2,3,1,-2,-6,-5
N#C/C(=C\c1ccco1)C(=O)Nc1ccc(S(N)(=O)=O)cc1,1,-11,-5,-20,1,3,-7,14,12
Cc1cc(C)nc(SCc2nnc(SCC(=O)NCc3ccco3)n2-c2ccccc2)n1,-9,-9,-6,5,1,0,2,5,7
O=C(NC1CC2CCCC(C1)N2C(=O)NC1CCCCC1)c1ccc(F)cc1 (centres undefined),5,-2,-8,1,7,-1,-5,9,10
CC(NC(=O)CSc1nc2ccccc2n1C)c1ccccc1 (centres undefined),-1,-3,16,2,1,0,8,1,15
COc1cc(S(=O)(=O)N2CCOCC2)ccc1NC(=O)COC(=O)c1ccc(Cl)nc1,0,-6,4,-12,6,2,-3,-4,6
CCOc1ccc(CCN2C(=O)C(=O)N([C@@H](Cc3ccccc3)CN3CCC[C@H]3CN3C(=O)C(=O)NC[C@@H]3Cc3ccccc3)C[C@@H]2CC(C)C)cc1,-2,x,-11,-18,-1,-1,x,2,x
Cc1cccc(-n2ncc3c(NCc4ccc5c(c4)OCO5)ncnc32)c1,-2,-8,-2,8,-2,0,-5,-5,7
O=C(NCCCN1CCCC1=O)c1cc(COc2ccc(F)cc2F)on1,-3,3,7,7,4,2,-4,0,0
O=C(O)c1cccc(NC(=O)c2ccc3c(c2)C(=O)N(Cc2ccco2)C3=O)c1,2,-2,11,5,8,0,-2,7,-5
Cc1nn(Cc2cccc(C(=O)N3CCCC(C)C3)c2)c(C)c1[N+](=O)[O-] (centres undefined),-2,-11,1,-7,0,1,-10,-7,2
CC(C)(C)c1nc(SCC(=O)N2CC(=O)Nc3ccccc32)c2ccccc2n1,2,-4,8,0,4,10,-3,-1,4
O=C(CCC1N=C2c3ccccc3N=C(SCc3ccccc3Cl)N2C1=O)NCc1ccco1 (centres undefined),-8,13,-4,3,11,3,-3,-9,-2

# Filtered by structure: the compounds so far with an aryl methoxy group
SMILES,M5 ag,CHRM1 antagonist,CHRM5 antagonist,M4 antag,TAAR1 agonist,CHRM4 agonist,CHRM1 agonist,CHRM5 PAM,CHRM1 PAM
COc1ccccc1Oc1ccc2c(c1)C(=O)N(c1ccc(O)cc1)C2=O,-1,-10,-6,-4,10,1,4,-3,5
COc1ccc(CCN2CCCC(CN(C)C(=O)c3ccoc3C)C2)cc1 (centres undefined),-9,17,5,3,2,0,-6,-4,-9
COc1cc(S(=O)(=O)N2CCOCC2)ccc1NC(=O)COC(=O)c1ccc(Cl)nc1,0,-6,4,-12,6,2,-3,-4,6

# The listing continues.
SMILES,M5 ag,CHRM1 antagonist,CHRM5 antagonist,M4 antag,TAAR1 agonist,CHRM4 agonist,CHRM1 agonist,CHRM5 PAM,CHRM1 PAM
Cc1nn(Cc2ccccc2Cl)c2sc(C(=O)Nc3ccccc3N3CCOCC3)cc12,-5,-5,0,-4,6,1,-5,-2,0
COc1ccc(NC(=S)N(CCCN2CCOCC2)Cc2ccccn2)cc1,-2,0,-3,-11,6,3,-6,6,4
CCOc1cc(C(=S)N2CCOCC2)ccc1OS(=O)(=O)c1ccc(OC)cc1,2,-1,1,6,2,8,-1,-4,3
COc1cc(NC(=O)c2ccc(-c3c(C)noc3C)c3ccoc23)cc(OC)c1OC,4,-4,4,-1,9,14,-2,-6,-2
CC(NC(=O)[C@H](Cc1c[nH]c2ccccc12)NC(=O)[C@@H]1Cc2ccccc2CN1)c1ccccc1 (some centres undefined),5,1,5,-7,20,13,-2,-5,-3
Fc1cccc(Cl)c1CSc1nnc2ccccn12,-4,3,-5,2,15,1,-8,4,9
CS(=O)(=O)c1nc(S(=O)(=O)c2ccc(Cl)cc2)c(NCCCn2ccnc2)s1,-10,-10,-12,-12,4,0,-13,8,14
CSCCC(NC(N)=O)C(=O)N(C)CC(=O)Nc1ccc(C)cc1 (centres undefined),1,-15,-12,-5,-2,0,-5,-2,-3
COc1ccc(N(CC(=O)Nc2ccc3c(c2)OCO3)S(=O)(=O)c2ccc(C)cc2)cc1OC,1,-10,12,-12,4,6,-4,-2,8
FC(F)(F)c1cc(-c2cccs2)n[nH]1,-10,-9,-2,-1,6,0,-5,-4,2
Cc1c(C(=O)NC(=S)N(Cc2ccccc2)c2ccccn2)cccc1[N+](=O)[O-],-7,5,9,-24,3,1,-3,5,1
Cc1ccc(NC(=O)CN2C(=O)S/C(=C/c3ccc(O)c([N+](=O)[O-])c3)C2=O)cc1C,-4,0,4,11,91*,-1,-1,2,12
Cc1c(O)ccc2c(CC(=O)N[C@@H](Cc3ccc(O)cc3)C(=O)O)cc(=O)oc12,-2,-12,14,5,-3,-1,-4,-4,14
CC(C)Cn1cnc2c1c(=O)n(CC(=O)O)c(=O)n2Cc1ccccc1,-3,-16,7,-8,0,2,-1,0,20
Cc1ccc(C(=O)Nc2ccc(NC(=O)c3ccco3)c(C)c2)cc1,-3,-15,5,12,14,0,-7,0,14
CCOC(=O)C(NC(C)=O)(Nc1ccc(S(N)(=O)=O)cc1)C(F)(F)F (centres undefined),1,-11,-3,-4,5,2,-1,2,6
Nc1ccccc1SCC(=O)Nc1ccc2c(c1)OCCO2,-3,-2,3,10,0,0,-7,4,8
OC(CNC1CCCc2ccccc21)COc1c(Cl)cccc1Cl (centres undefined),7,-5,-6,-1,69*,15,0,5,12
CC(O)CSc1nc2c(c(=O)[nH]c(=O)n2C)n1Cc1ccccc1Cl (centres undefined),7,-7,-2,1,3,0,-7,4,8
COC(=O)/C(=C1\Oc2ccc(C(C)(C)C)cc2S1)C(F)(F)F,-4,-10,8,0,0,0,-4,-6,9
O=S(=O)(NC1CCCC1)c1ccc(S(=O)(=O)N2CCN(c3ccccc3)CC2)cc1,-3,-3,-2,-2,8,0,-3,3,2
O=C(Nc1ccccc1C(F)(F)F)c1ccccc1Br,0,-3,5,2,-1,1,-4,2,9
CCCc1nn(-c2ccccc2)c2c1C(c1cccs1)C(C#N)=C(N)O2 (centres undefined),0,1,6,-4,6,0,-7,-4,-2
CN(C)c1ccc(/C=N/NC(=O)C2CC2c2ccccc2)cc1 (centres undefined),-2,9,5,-3,4,-1,-7,3,1
NC(=O)CSc1nc2ccccc2c(=O)n1Cc1ccco1,0,-10,5,0,2,2,-2,3,1
CCC(=O)Nc1c(S(=O)(=O)c2ccc(C)cc2)c2nc3ccccc3nc2n1C(C)c1ccccc1 (centres undefined),-3,-3,0,18,0,0,-10,0,8
Cc1cccc(C(=O)Nc2scc(-c3ccc(Br)cc3)c2C(=O)O)c1,0,-1,26,2,5,1,-3,-11,3
Cc1cnc(=O)[nH]c1SCc1ccc([N+](=O)[O-])cc1,-4,16,21,-3,3,1,-3,-8,-3
CC1Sc2ccc(S(=O)(=O)CCC(=O)N3CCc4ccccc43)cc2NC1=O (centres undefined),1,-1,-6,-2,15,8,-2,-5,-1
CC(=O)NC(Cc1ccccc1)C(=O)Oc1ccc2ccccc2c1 (centres undefined),-1,-7,4,3,12,13,1,-6,6
O=C(COC(=O)Cc1ccc(Br)cc1)NCc1ccc2c(c1)OCO2,-4,-11,9,2,1,0,-2,-1,13
COc1cccc(NC(=O)CN(C)C(=O)CC(C)c2ccccc2)c1 (centres undefined),-2,-14,19,-2,2,1,-3,-7,12
CC(C)(C)c1nnc2sc(SCC(=O)c3ccccc3)nn2c1=O,0,-7,2,3,7,1,-3,1,5
CCc1cc(=O)oc2cc(C)cc(OCC(=O)NCCCN3CCOCC3)c12,-7,-10,11,-3,0,1,-14,-1,17
CCCCN(C(=O)c1cccc(-c2ccc(OC(C)=O)cc2)c1)c1c(N)n(CCC)c(=O)[nH]c1=O,-1,-2,-3,-15,0,0,1,-3,13
CN1C(=O)[C@H]2[C@@H](c3ccc(C(F)(F)F)cc3)N[C@]3(CCCN(Cc4ccc(Cl)cc4)C3=O)[C@H]2C1=O,-1,-16,4,2,1,0,-8,2,10
CCCCc1nc(SCC(=O)Nc2nnc(CCCC)s2)n[nH]1,1,-11,9,-3,6,3,-1,-3,7
Cc1ccccc1N=C1NC(=O)CS1,-2,-19,-3,6,6,0,-1,4,12
CCN(CC)CCNC(=O)c1ccc(NC(=O)c2ccc3c(c2)CCC3)cc1,-10,14,-1,-16,8,1,-10,-2,-11
Cc1ccc(C)c(NC(=O)c2cnccn2)c1,3,-15,3,-3,2,0,1,2,10
COC(=O)C1(C)CCc2c(ccc3ccccc23)C1=O (centres undefined),-2,13,4,5,-1,3,-9,-7,-8
COc1cccc(/C=C/C(=O)OCC(=O)NCC2CCCO2)c1OC (centres undefined),0,7,-4,10,3,1,-8,-1,-1
COc1cc(/C=C2\SC(=S)N(NC(=O)c3cccc(O)c3)C2=O)ccc1O,10,23,9,12,23,36*,16*,-9,-6
CCCOc1ccc(NC(=O)CC2C(=O)N(C)C(=S)N2Cc2ccc3c(c2)OCO3)cc1 (centres undefined),3,-3,-8,0,9,3,-8,-2,3
CSCCC(C(=O)N(C)CC(=O)Nc1cccc(F)c1)N1C(=O)c2ccccc2C1=O (centres undefined),4,0,8,-17,5,5,1,1,9
CC(C)C(CO)NC(=O)CC(=O)NC(CO)C(C)C (centres undefined),2,5,-7,-18,10,3,-2,-2,-6
COCCNC(=O)C1(C)CCCN(C(=O)c2ccc(C)c(F)c2)C1 (centres undefined),2,-16,3,-9,0,1,2,-4,17
Nc1ccccc1C(O)(Cc1ccccc1)c1ccccc1 (centres undefined),-9,-5,4,-6,-4,-2,-7,-14,-4
CCOC1=C2[C@H](c3ccc(CC)cc3)N(S(=O)(=O)c3ccc(C)cc3)C[C@H]2n2c(=O)n(-c3ccccc3)c(=O)n2C1,1,-4,9,-2,-1,-1,1,-6,6
CCCCCc1ccc(OCCC[n+]2ccccc2)c(CCCCC)c1,-21,69*,32*,32*,27,0,-3,-30,-27
Cc1ccc(CN2C(=O)C(CC(C)C)Nc3ncnc(N4CCOCC4)c32)cc1 (centres undefined),-1&0,-3&-10,9&-4,-2&-5,15&3,1&2,-7&-5,-1&4,6&10
